Bioassay records as filed in PubChem.
FN deposit inh = fibronectin deposition inhibition; AH1F fibroblasts, Alexa488-fibronectin deposition fluorescence, overnight; inhibition, % at 12.6 µM; hit rate 0.086% among 350,000; AID 743247;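 active = mean inhibition across replicates of 30% or more, regardless of how many single replicates reach that level; inconclusive = mean under 30% yet at least half of replicates reach 30%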;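 note: positive control wells lacked labelled fibronectin entirely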
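Assay system: AH1F fibroblast monolayer, labelled fibronectin deposition. Amount: 10000 cells per well. Also added: labelled fibronectin 24 nM. Compound: single-point pinned compound. Incubation: cell attachment 1 h, compound and FN exposure overnight. Detection: fluorescence after three HBSS washes, excitation 485 nm, emission 525 nm. Read-out: inhibition of fibronectin deposition signal.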
DENV2 CPE = inhibitors of DENV2 cytopathic effect | CPE inhibition, % at 9.99 µM | hit rate 1.7% among 350,000 | AID 651640 | DENV2-infected cells, cytopathic effect rescue, plate reader; in the data active = CPE inhibition above about 20%, passing the limit was not always enough; inconclusive = no clear call, values can overlap the other calls; tested in BHK-21 cells;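 note: 0% = median of neutral control wells and 100% = median of positive control wells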
GSIS activator = primary screen for activators of insulin secretion dependent on glucose, INS-1E cells, GLuc reporter luminescence; activation, % at 16.6 µM; hit rate 0.61% among 370,000; INS-1E GLuc reporter insulin secretion, 2-3 h;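 active = lowest replicate activation of at least 40%, so every replicate reaches that level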;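 note: 0% = median of neutral control wells and 100% = median of IBMX positive control wells; some compounds called inactive have numbers as strong as hits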
miR122 inh = inhibitors of miR-122 in Huh7 cells; Huh7 miR-122 Renilla luciferase sensor, 48 h; neutral wells = 0, positive control = 100; activation (reporter increase), % at 12.5 µM; hit rate 0.3% among 340,000;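 active = mean replicate activation score at least 90 and every replicate individually at or above 90; inconclusive = only one of the two criteria met; inactive = neither criterion met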;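 note: higher luciferase means less miR-122 activity so hits act as miR-122 inhibitors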
F508del corr = correctors of CFTR F508del function in bronchial epithelial cells; CFBE cells, YFP halide quenching; stimulated with forskolin plus potentiator P3; % fluorescence drop versus neutral controls; activity (quench increase), % at 7.58 µM; hit rate 0.36% among 350,000; AID 720511;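 active = mean added fluorescence quench of at least 8% versus neutral control, with both replicates also reaching 8%; inconclusive = only one of the mean or replicate conditions met; inactive = mean below 8% and not both replicates reaching 8%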;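 note: cells transiently co-express mutant CFTR-F508del with the halide-sensitive YFP; corrector assay measuring rescue of mutant channel to the surface after 24 h compound exposure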
EWS-Fli block = EWS/Fli transcriptional activity inhibition. AID 651661. A673 NR0B1-luciferase reporter, viability-normalised. hit rate 0.67% among 350,000. inhibition, % at 12.6 µM;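 active = mean inhibition of at least 50% after viability correction, with every replicate also passing that limit; inconclusive = mean reaches 50% but only one of two replicates passes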;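 note: firefly luciferase signal divided by Alamar Blue viability fluorescence both relative to DMSO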
PAX8 inh HTS = lowers PAX8-driven luciferase in RMG-I cells; hit rate 1.2% among 360,000; RMG-I TPO-luciferase reporter, SteadyGlo, 24 h; inhibition, % at 12.6 µM;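 active = mean replicate inhibition at least 60% with every replicate also reaching 60%; inconclusive = only one of the two criteria is met; inactive = mean below 60% and not all replicates reaching 60%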;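 note: luciferase light reporting Pax8 driven TPO promoter activity; plate controls were median of neutral control wells for no effect and mitoxantrone controls for full effect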
* hit, by the source's call; ? = inconclusive; · = no result given; [ ] = another dose, or the depositor's remark.

entry	SMILES	FN deposit inh	DENV2 CPE	GSIS activator	miR122 inh	F508del corr	EWS-Fli block	PAX8 inh HTS
1	O=C(c1ccc2c(c1)N(Cc1ccccc1F)C(=O)c1ccccc1S2(=O)=O)N1CCCC1	-5	-3	13	14	3.1	4	4
2	COc1ccc(-n2nc(C(=O)NCC(=O)NC3CCCCC3)c3ccccc3c2=O)cc1	0	19	-6	-1	0.0	-6	0
3	CO[C@@H]1CN(C)C(=O)c2ccc(NC(=O)C3CC3)cc2OC[C@@H](C)N(Cc2ccc(F)cc2)C[C@H]1C	-2	?	-30	3[16.7 µM]	-1.6	2	1
4	CCOc1ccc(S(=O)(=O)NC2CCCCCC2)cc1	-5	-6	-10	·	1.9	2	21
5	C[C@@H]1CN([C@@H](C)CO)C(=O)Cc2cc(NC(=O)Nc3ccc4c(c3)OCO4)ccc2O[C@@H]1CN(C)S(=O)(=O)c1ccc(F)cc1	15	3	-17	-7[16.7 µM]	-1.1	5	·
6	COC(=O)c1ccc2nc(C)cc(Nc3ccc(N(C)C)cc3)c2c1	4	-4	2	-6	-0.4	3	13
7	Cc1cccc(CNC(=O)c2sc(=O)n(Cc3ccc(S(C)(=O)=O)cc3)c2C)c1	1	-1	-13	·	2.3	10	16
8	COc1cc(O)c2c(c1)OC(C)(C)CC2=O	6	·	·	-8	·	·	-12
9	CCn1nnc(-c2ccccc2NS(=O)(=O)c2ccc(S(=O)(=O)N3CCCCCC3)cc2)n1	·	2	-7	-7	0.9	9	·
10	Cc1ccccc1-c1nc(CN2CCC(C(=O)NCc3cccs3)CC2)c(C)o1	5	·	·	-3	·	·	9
11	O=C(Nc1ccc(N2CCOCC2)c(S(=O)(=O)Nc2ccccc2Cl)c1)c1ccc(=O)[nH]n1	1	6	16	65	4.5	5	17
12	N=C1S/C(=C\c2ccc(-c3cccc(Cl)c3)o2)C(=O)N1c1nccs1	9	-14	-20	2	2.0	23	20
13	CCN(CC(=O)NCc1ccc(F)cc1)C(=O)CN1CCN(c2ccccc2OC)CC1	-1	5	5	·	-2.1	1	-31
14	CCOC(=O)CSc1cc(C)nc(NC(C)=O)n1	·	·	20	-4	·	·	-10
15	COc1ccc(NC(=O)NNS(=O)(=O)c2cc(C)ccc2C)cc1OC	-3	2	0	·	1.4	·	19
16	CN(C)CCN(C(=O)c1ccc2ccccc2c1)c1nc2c(F)cccc2s1	4	1	37	-4	0.5	-14	0
17	Cc1cccc(C)c1NC(=O)C1CC2CCC1C2 (configuration not stated)	2	0	11	-4	-0.4	15	24
18	CCNC(=O)C[C@H]1CC[C@@H]2[C@@H](COc3ccc(NC(=O)Cc4ccccc4)cc3C(=O)N2C)O1	-1	3	7	-3[16.7 µM]	2.6	0	-3
19	CCN(CC)CCNS(=O)(=O)c1ccc(C(=O)NN)cc1	·	-4	-1	·	0.7	3	-3
20	Cc1ccc(C(C)NC(=O)c2ccc3c(c2)OCO3)cc1C (configuration not stated)	-4	0	-39	-4	-1.5	-6	0
21	CC1(Cc2cc(Cl)ccc2C(F)(F)F)C(=O)Nc2c(Cl)cccc21 (configuration not stated)	·	?	·	11	0.6	10	27
22	Cc1ccc(-c2cnc3c(c2)C(=O)N([C@H](C)CO)C[C@@H](C)[C@@H](CN(C)C(=O)Cc2cccnc2)O3)cc1	6	-5	9	13[16.7 µM]	0.1	6	-15
23	COc1ccc(CNC(=O)[C@H](C)[C@@H]2C[C@@]2(C)[C@@H](NC(=O)OCc2ccccc2)c2ccccc2)cc1OC	5	7	0	·	-3.0	12	-6
24	CCc1ncc(CN2CCCC(C(=O)Nc3cccc(-c4cccc(C)c4)c3)C2)cn1 (configuration not stated)	4	-9	-62	-9	-2.9	16	40
25	C/C(=N\NS(=O)(=O)c1ccc(C)cc1)c1cc2ccccc2oc1=O	-2	-4	-10	12	1.1	-3	19
26	CCC(C)c1ccc(NC(=O)N2CCOCC2)cc1 (configuration not stated)	9	0	-10	0	4.5	-105	-142
27	COc1ccc(Br)cc1C(=O)Nc1ccc(C(=O)NCC(C)C)cc1	-13	-1	7	-4	-1.6	-10	1
28	CCN(CC)C(=O)C(=O)c1cn(CC(=O)NCC2CCCO2)c2ccccc12 (configuration not stated)	-3	4	16	·	-2.0	4	15
29	CCC(=O)c1ccc(OC(=O)Cc2ccc(OC)cc2)cc1	12	6	-13	·	-2.1	7	-4
30	Cn1cnc(S(=O)(=O)N[C@@H]2CC[C@@H](CC(=O)Nc3ccccc3)O[C@H]2CO)c1	1	2	-8	·	2.0	-5	·
31	O=C(OCc1cc(Cl)ccc1OC(F)F)c1cncc(Br)c1	14	-4	0	·	-1.0	2	13
32	COc1ccc(NC(=O)CCCn2c(=S)[nH]c3ccccc3c2=O)cc1	-8	13	·	4	-2.1	-7	1
33	CC(=O)Nc1nc(C)c(-c2csc(Nc3cccc(C(C)=O)c3)n2)s1	12	6	-5	·	4.8	-2	13
34	COc1cc2c(cc1OC)C(O)=CC(=O)C2=O	-3	9	12	-1	-4.6	-12	3
35	O=C(COC(=O)Cc1n[nH]c(=O)c2ccccc12)Nc1ccc(Cl)cn1	1	3	26	4	-1.1	9	12
36	C[C@H](CO)N1C[C@H](C)[C@H](CN(C)S(=O)(=O)c2ccccc2)Oc2ncc(-c3cccc(F)c3)cc2C1=O	-4	-3	-23	1[16.7 µM]	-1.2	1	·
37	O=C(Cn1nc(-c2ccccc2)nc1-c1ccccc1)N1CCOCC1	1	·	·	-23	·	·	-8
38	O=C(NCc1ccc(Cl)nc1)c1ccc2sc([C@@H]3O[C@H](CO)[C@H](O)[C@H](O)[C@H]3O)nc2c1	1	-9	-1	2	-2.4	2	6
39	COc1ccc(C(CNC(=O)c2cccc(S(=O)(=O)Nc3ccc(F)cc3)c2)N2CCOCC2)cc1 (configuration not stated)	-9	8	-30	·	-0.9	0	18
40	CCCn1nnnc1NCc1ccccc1OCC	-1	-1	10	10	1.4	12	20
41	CCOc1ccc(C(=O)Nc2nccs2)cc1[N+](=O)[O-]	-11	6	8	·	2.1	-47	-121
42	O=C(Nc1ccccc1F)N[C@@H]1CC[C@@H](CCNS(=O)(=O)c2ccc(F)cc2)O[C@@H]1CO	2	?	-6	·	-0.5	-6	·
43	O=C(C[C@@H]1CC[C@@H]2[C@H](COC[C@@H](O)CN2Cc2cccc(C(F)(F)F)c2)O1)NCc1ccc(F)cc1	-14	-13	-17	-5[16.7 µM]	-1.7	-1	4
44	Cc1ccc(NC(=S)NC2CCN(Cc3ccccc3)CC2)cc1C	0	-1	-10	·	-0.2	5	14
45	O=c1cnnc(N/N=C/c2cccs2)[nH]1	-9	5	-5	-1	-1.9	4	12
46	COc1ccc(C2SCC(=O)N2CCc2ccc(OC)c(OC)c2)cc1 (configuration not stated)	8	2	2	·	3.8	54*	21
47	Cn1c(=O)c2c(ncn2CC(=O)N2CCN(c3ccc([N+](=O)[O-])cc3)CC2)n(C)c1=O	0	6	-2	·	0.3	19	-16
48	Cc1nc(SC2CC(=O)N(c3cc(Cl)cc(Cl)c3)C2=O)nc2c1CCCC2 (configuration not stated)	10	·	·	7	·	·	16
49	O=C(Nc1ccc(S(=O)(=O)Nc2ncccn2)cc1)c1cc([N+](=O)[O-])ccc1Cl	-2	-2	18	-7	-0.4	18	-1
50	CN(C(=O)c1cccc(NC(=O)Cc2cccc(NC(=O)C3CCN(C(=O)C4CC4)CC3)c2)c1)C1CC1	-2	-1	11	·	-0.5	3	4
51	CN(C)C(=O)C[C@H]1C[C@H]2c3cc(NC(=O)Cc4ccncc4)ccc3O[C@H]2[C@@H](CO)O1	1	-1	4	25[16.7 µM]	3.6	11	·
52	COc1ccc(CCNc2ccc(C(CC(N)=O)NC(=O)c3cc(OC)ccc3OC)cc2[N+](=O)[O-])cc1 (configuration not stated)	-1	13	-6	·	-4.7	-3	-1
53	O=c1ccc(C(F)(F)F)cn1Cc1cc(=O)n2ccsc2n1	0	-6	-3	·	-0.2	-3	-3
54	COc1ccccc1NS(=O)(=O)c1cc(NC(=O)CCC(=O)c2cccs2)ccc1Cl	4	-17	-10	108*	0.5	-8	32
55	CO[C@@H]1CN(C)C(=O)c2cc(NS(C)(=O)=O)ccc2OC[C@@H](C)N(S(C)(=O)=O)C[C@@H]1C	-7	1	8	-5[16.7 µM]	-1.5	-5	·
56	C[C@@H]1CN([C@@H](C)CO)C(=O)Cc2cc(NC(=O)Cn3cnnn3)ccc2O[C@H]1CN(C)Cc1ccc2c(c1)OCO2	·	-7	16	-6[16.7 µM]	-0.7	-6	10
57	COc1ccc(NC(=O)CCC(=O)Nc2cc(OC)c(NC(=O)c3ccco3)cc2OC)c(OC)c1	0	7	-8	7	-4.4	-4	7
58	NC(=O)C1(NC(=O)[C@@H]2CC3(CC(c4cccc(NC(=O)[C@@H]5CCC(=O)N5)c4)=NO3)CN2C(=O)c2ccccc2)CC1 (some centres not stated)	-1	?	0	-1	0.2	-6	12
59	CCn1c(C)nc2cc(C(=O)N=Nc3c(O)[nH]c4c(C)cc(C)cc34)ccc21	4	9	-23	·	1.7	-11	13
60	COc1cccc(C(=O)NC(=S)Nc2ccc3[nH]c(=O)[nH]c3c2)c1	5	-4	3	·	-0.1	2	-1

Remaining list, next part:
entry	SMILES	FN deposit inh	DENV2 CPE	GSIS activator	miR122 inh	F508del corr	EWS-Fli block	PAX8 inh HTS
61	O=C(CN1CCCCCC1)Nc1cc([N+](=O)[O-])ccc1Cl	-1	4	2	2	-0.2	4	-5
62	CSc1cnn(Cc2ccccc2)c(=O)c1SCc1ccccc1	-5	·	67	·	·	·	0
63	Cc1cc(N/C(=N/S(=O)(=O)c2cc(F)ccc2F)c2ccccc2)n(-c2ccccc2)n1	-6	-2	-7	·	-1.1	1	11
64	O=C(C[C@H]1C=C[C@@H](NC(=O)Nc2ccc(F)cc2)[C@@H](CO)O1)NCCN1CCCC1	-3	5	4	2[16.7 µM]	-2.4	-2	-2
65	OCCC1CN(Cc2cccc3nonc23)CCN1Cc1ccsc1 (configuration not stated)	-3	-4	·	-6	-0.4	13	13
66	Cc1nc(NC(=O)c2ccc(Cl)cc2)nc2cc3c(cc12)OCO3	5	·	22	2	·	·	43
67	CCc1cc(C(=O)N2CCCC(C(=O)c3ccc(Cl)cc3)C2)no1 (configuration not stated)	-19	?	-8	-10	-1.0	2	-6
68	COC(=O)c1cc(C(=O)NC(C)C2CC3CCC2C3)cc([N+](=O)[O-])c1 (configuration not stated)	-4	-4	-6	4	-0.3	-3	-4
69	CC(C)(C)c1ccc(C(=O)C2CCCN(C(=O)c3ccccn3)C2)cc1 (configuration not stated)	-3	6	-52	-11	-4.2	-1	3
70	COC(=O)N(C)C[C@H]1OCc2ccccc2-c2ccccc2C(=O)N([C@@H](C)CO)C[C@H]1C	8	-4	-2	·	2.3	-1	·
71	CCOc1ccc(N2CC(C(=O)Nc3nnc(SCCOC)s3)CC2=O)cc1 (configuration not stated)	2	2	0	4	0.8	1	-11
72	Nc1nc(SCc2ccc(Br)cc2)n[nH]1	4	15	-2	·	-1.2	-39	-38
73	Cc1ccc(S(=O)(=O)Nc2ccc3c(c2)C(=O)N(C)[C@H]2CC[C@@H](CC(=O)NCCc4ccncc4)O[C@H]2CO3)cc1	-8	0	-6	-10[16.7 µM]	-0.4	-2	-2
74	CC1CN(S(=O)(=O)c2cc(C(=O)NCc3ccncc3)ccc2Cl)CC(C)O1 (configuration not stated)	8	10	-8	-2	-1.7	6	2
75	Cc1cc(Sc2nnc(/N=C/N(C)C)s2)c2ccccc2n1	-3	-6	-14	-4	-0.5	5	85*
